Source: PubChem (Sanford-Burnham Center for Chemical Genomics)
UPR XBP1 act = activators of adaptive arm of unfolded protein response (XBP1); CHO-XBP1 luciferase reporter, IRE1-XBP1 UPR activation, luminescence; percent of tunicamycin response, DMSO as zero; activation, % at 20 µM; 330,000 tested, 0.33% active; AID 463104;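 active = versus positive control, 20 µM dose yields 30% or more activation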;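 note: 100% = tunicamycin at 10 µg/mL and 0% = DMSO only wells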
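Material – CHO cell line with stable XBP1 luciferase reporter · Buffer or medium – F12 plus 10% FBS · Compound – single point, 20 µM final compound, 1% DMSO · Schedule – 16-18 h cell attachment at 37 °C, then 6 h compound exposure · Signal – Steady-Glo luminescence read · Benchmarks – high control tunicamycin 10 µg/mL final, low control DMSO vehicle only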
tim23-1 inh = growth inhibitors of tim23-1 mutant yeast; 330,000 tested, 1.3% active; inhibition, % at 20 µM; S. cerevisiae tim23-1 growth, BacTiter-Glo luminescence, 24 h;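 active = growth inhibition of the mutant yeast at or above 50%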;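 note: temperature-sensitive mutant grown at 25 °C; plate controls were DMSO-treated mutant yeast for no effect and medium wells lacking yeast for full effect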
CXCR6 block = CXCR6 (human) receptor inhibition; CHO-K1 PathHunter CXCR6 beta-arrestin, luminescence; AID 602244; 360,000 tested, 0.36% active; O00574; inhibition, % at 20 µM; in the data active = inhibition above about 34%, passing the limit was not always enough;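 note: antagonist mode with CXCL16 agonist at 10 nM final; 0% = 10 nM CXCL16 with DMSO and 100% = unstimulated wells without agonist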
APJ antag = antagonists of human APJ apelin receptor; P35414; CHO-K1 APJ beta-arrestin complementation, luminescence; inhibition, % at 20 µM; 330,000 tested, 0.32% active; AID 2521;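 active = inhibition above about 40% at 20 µM, limit read from the data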;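 note: cells challenged with 10 nM apelin-13 agonist together with compound; plate controls were apelin-13 plus DMSO wells for no effect and DMSO wells lacking apelin-13 for full effect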
UPR CHOP act = apoptotic UPR (CHOP) activation; CHO-CHOP luciferase reporter, luminescence; percent of tunicamycin response over DMSO baseline; activation, % at 10 µM; 330,000 tested, 0.34% active;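 active = at 10 µM dose, activation of 40% or more, normalized to positive control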;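 note: 100% = tunicamycin at 10 µg/mL and 0% = DMSO alone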
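System: CHO-CHOP luciferase reporter cell line | Buffer or medium: F12 medium containing 10% fetal bovine serum | Doses: One dose, 10 µM in 0.5% DMSO | Times: 6 h compound exposure at 37 °C after overnight seeding | Signal: Luciferase luminescence | Read-out: % activation vs tunicamycin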
TIM10 inh = growth inhibitors of TIM10 yeast strain | S. cerevisiae TIM10 strain growth, BacTiter-Glo luminescence, 24 h | 330,000 tested, 1.4% active | inhibition, % at 10 µM;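 active = inhibition of 40% or more at the single tested concentration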;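 note: wild-type TIM10 isogenic control strain grown at permissive 25 °C; 0% = DMSO yeast wells and 100% = minimal medium wells without yeast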
Mdm2 MdmX PPI = inhibitors of human Mdm2/MdmX interaction; SaOS-2 split-luciferase Mdm2/MdmX complementation, luminescence; inhibition, % at 8 µM; 330,000 tested, 3% active; AID 485346;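 active = inhibition of at least 50% at 8 µM in the primary screen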
Target sequence (O15151 whole entry, looked up): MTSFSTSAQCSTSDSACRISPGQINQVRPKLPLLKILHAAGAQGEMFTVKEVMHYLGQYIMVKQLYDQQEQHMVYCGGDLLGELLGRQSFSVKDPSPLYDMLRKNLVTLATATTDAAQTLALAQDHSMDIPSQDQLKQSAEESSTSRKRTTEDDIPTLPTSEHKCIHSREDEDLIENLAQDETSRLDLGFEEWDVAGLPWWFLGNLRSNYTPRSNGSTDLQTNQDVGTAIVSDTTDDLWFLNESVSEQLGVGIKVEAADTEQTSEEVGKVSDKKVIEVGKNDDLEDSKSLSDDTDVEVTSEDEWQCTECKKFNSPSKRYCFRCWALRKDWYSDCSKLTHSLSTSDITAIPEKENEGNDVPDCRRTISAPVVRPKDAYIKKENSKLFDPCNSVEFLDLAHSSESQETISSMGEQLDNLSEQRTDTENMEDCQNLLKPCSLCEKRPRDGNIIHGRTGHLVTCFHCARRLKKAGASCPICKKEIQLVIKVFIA
Target sequence (Q00987 whole entry, looked up): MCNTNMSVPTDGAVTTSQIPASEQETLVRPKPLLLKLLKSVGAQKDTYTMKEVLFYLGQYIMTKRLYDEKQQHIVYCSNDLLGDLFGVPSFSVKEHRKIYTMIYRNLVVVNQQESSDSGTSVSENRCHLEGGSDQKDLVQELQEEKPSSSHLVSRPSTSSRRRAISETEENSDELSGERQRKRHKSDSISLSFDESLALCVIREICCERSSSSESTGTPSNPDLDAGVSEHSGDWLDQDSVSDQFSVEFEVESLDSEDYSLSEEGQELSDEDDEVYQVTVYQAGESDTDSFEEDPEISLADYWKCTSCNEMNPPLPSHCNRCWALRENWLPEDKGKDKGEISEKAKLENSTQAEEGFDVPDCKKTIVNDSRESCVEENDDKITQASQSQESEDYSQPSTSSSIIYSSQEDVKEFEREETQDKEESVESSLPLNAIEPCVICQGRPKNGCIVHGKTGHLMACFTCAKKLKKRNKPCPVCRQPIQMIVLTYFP
tim10-1 inh = tim10-1 yeast growth inhibition | S. cerevisiae tim10-1 ts strain growth, BacTiter-Glo, 24 h | inhibition, % at 20 µM | 330,000 tested, 2.2% active | AID 463190;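 active = inhibition of at least 40%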;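 note: mutant grown at 25 °C; 0% = DMSO wells with yeast and 100% = wells holding no yeast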
APJ agonist = APJ receptor agonism. P35414. CHO-K1 APJ PathHunter beta-arrestin, luminescence; 0% DMSO wells, 100% apelin. activation, % at 20 µM. 330,000 tested, 0.11% active;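 active = activation more than six SD over the plate average, tested at 20 µM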;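 note: 0% = DMSO alone and 100% = apelin-13 at 10 nM; some results filed as inactive read as strong as hits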
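Test system: CHO-K1 APJ beta-arrestin complementation cell line. Amount: cell density 1000 per well. Controls: DMSO negative, 10 nM Apelin-13 positive. Signal: luminescent beta-gal fragment complementation, chemiluminescent substrate. Read-out basis: agonist-driven arrestin binding to APJ. Timing: compound stimulation 90 min at 25 °C, detection 60 min.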
The depositor's hits bear a star; · = not tested or not shown. An excerpt, so the mix of outcomes need not match the whole.

nr | Structure | UPR XBP1 act | tim23-1 inh | CXCR6 block | APJ antag | UPR CHOP act | TIM10 inh | Mdm2 MdmX PPI | tim10-1 inh | APJ agonist
1 | CCOC(=O)C(NC(=O)c1ccccc1)=C1C=C(C)OC(C)=C1 | -2 | -2 | 1 | 17 | -1.9 | -4 | 1 | 7 | -6
2 | O=C(NCc1ccccn1)Nc1cc(Cl)cc(Cl)c1 | -4 | 15 | -14 | 0 | -1.2 | -1 | 18 | 22 | 2
3 | Cc1onc(-c2c(Cl)cccc2Cl)c1C(=O)O/N=C(\C#N)c1c(Cl)cccc1Cl | -3 | 12 | -4 | 9 | -1.1 | 8 | -2 | -2 | -3
4 | Cc1cc(C)cc(-n2nnnc2SCC(=O)Nc2nc(-c3ccc(F)cc3)cs2)c1 | 12 | 15 | 2 | 2 | 0.6 | 13 | 43 | -3 | -5
5 | CN(C)S(=O)(=O)c1cccc(N2C(=O)CC3(CCCCC3)CC2=O)c1 | -1 | 12 | -7 | -15 | -0.3 | 19 | 8 | 15 | -5
6 | COC(=O)c1ccc(NC(=O)CCc2c(C)nc3ncnn3c2C)cc1 | 2 | -9 | 2 | -5 | 1.4 | -10 | -25 | 9 | -4
7 | COC(=O)c1cc(C#N)c(NCc2ccccc2)nc1C | 1 | 26 | -3 | 2 | 1.1 | -1 | -2 | 15 | 1
8 | CCCCCCn1cc(C(=O)O)c(=O)c2cc(F)c(N3CCN(C)CC3)cc21 | -4 | 13 | 4 | 7 | -1.9 | 7 | -22 | 2 | -1
9 | CCCN(CCC)c1cc(Cl)nc(N)n1 | -1 | 4 | -1 | -3 | 1.0 | 6 | -21 | 3 | -2
10 | C[C@H]1O[C@H](O[C@H]2[C@H](O)[C@@H](O)[C@@H](O[C@H]3[C@H](O)[C@@H](O)C(O)O[C@@H]3CO)O[C@@H]2CO)[C@H](O)[C@@H](O)[C@@H]1N[C@H]1C=C(CO)[C@@H](O)[C@H](O)[C@H]1O (some centres not stated) | -7 | -15 | · | 1 | 0.1 | 3 | -1 | -9 | -1
11 | CCOC(=O)c1ccc(Oc2c(C)oc3c(CN4CCN(C)CC4)c(O)ccc3c2=O)cc1 | 0 | 12 | -1 | 30 | -2.0 | 15 | 19 | 17 | 0
12 | NC(=O)c1c(NC(NC(=O)c2ccco2)(C(F)(F)F)C(F)(F)F)sc2c1CCCC2 | -1 | 8 | -3 | 12 | 0.2 | 8 | 27 | 9 | 3
13 | Cc1ccc(NC(=O)CN(C)S(=O)(=O)c2ccc3[nH]c(=O)oc3c2)c(C)c1 | -3 | 1 | 12 | 20 | 1.3 | 5 | 3 | -1 | 2
14 | CC(C)Oc1ccc(C(=O)NCC(=O)OCC(=O)N(C)Cc2cccs2)cc1 | -1 | 6 | 3 | 1 | -1.1 | 9 | 0 | 19 | 0
15 | CCOc1ccccc1NC(=O)CSc1nncc2ccccc12 | -1 | 23 | -2 | 14 | 2.1 | 6 | 12 | 32 | -1
16 | CC(C)[C@@H]1C=C(C(=O)O)O[C@H](OCCCCO)C1 | -1 | -8 | -7 | 10 | -1.0 | 1 | -25 | -10 | 7
17 | O=C(CCC(=O)N1CCN(c2ccccc2F)CC1)N1CCN(c2ccc(F)cc2)CC1 | -4 | 16 | 6 | 10 | 2.1 | 3 | 10 | 6 | -5
18 | Cc1ccccc1/C=N/NC(=O)c1ccc(-n2cnnn2)cc1 | 1 | 2 | 3 | 17 | 0.3 | -4 | -28 | -6 | 0
19 | COc1ccc(C(=O)O/N=C/c2ccc(S(=O)(=O)c3ccc(Cl)cc3)nc2)cc1 | 1 | 9 | 4 | 4 | 0.4 | 11 | 11 | 8 | -1
20 | O=C(Nc1c(Cl)cc(Cl)cc1-c1nc2ccccc2s1)c1ccc(Br)o1 | -4 | 19 | 12 | 11 | 0.1 | 4 | -11 | 15 | -5
21 | O=C1CCCc2c1nc(-c1ccc([N+](=O)[O-])cc1)n2O | 3 | 1 | 10 | 17 | 2.1 | 6 | 9 | 2 | -6
22 | COc1ccc(OC)c(CN2CCN(S(=O)(=O)c3ccc(NC(C)=O)cc3)CC2)c1 | -1 | 13 | 2 | -44 | -1.5 | 5 | -4 | 17 | -1
23 | O=C(N/N=C/c1cc2c(cc1Cl)OCO2)c1cc(-c2ccccc2)n[nH]1 | 0 | 3 | -2 | -20 | -0.1 | -12 | 16 | -19 | 13
24 | N#C/C(=C\c1coc2ccc(O)cc2c1=O)C(=O)Nc1nc2ccccc2s1 | 4 | 31 | -7 | -48 | 3.4 | 33 | 13 | 3 | 5
25 | Cc1cnc(C(=O)N2CCCC(C(=O)c3ccc(C(C)(C)C)cc3)C2)cn1 (configuration not stated) | 1 | 26 | -5 | 10 | -0.2 | 9 | 20 | 12 | -3
26 | O=C(O)CC(c1ccccc1F)N1Cc2ccccc2C1=O (configuration not stated) | -3 | -4 | -3 | 4 | 1.1 | 12 | 14 | -15 | -1
27 | NC(=O)C1CCN(C(=O)c2cc3ccccc3cc2O)CC1 | -1 | -1 | -15 | -62 | -0.6 | -8 | 7 | -5 | 14
28 | CC(C)n1cnc2cc(NCc3nc4ccccc4n3C)ccc21 | -3 | 9 | -2 | 13 | 0.2 | -1 | -108 | -3 | -1
29 | COc1ccc(CCNC(=O)CSc2ncn[nH]2)cc1 | -1 | 12 | -11 | -12 | -2.3 | -7 | 7 | -4 | -3
30 | CCOC(=O)N1CCN(Cc2nc3cc(NC(C)=O)ccc3n2CC)CC1 | 1 | 3 | 2 | 2 | -1.3 | -3 | -8 | 6 | -3

Records 16–19 from above:
nr | Structure | UPR XBP1 act | tim23-1 inh | CXCR6 block | APJ antag | UPR CHOP act | TIM10 inh | Mdm2 MdmX PPI | tim10-1 inh | APJ agonist
16 | CC(C)[C@@H]1C=C(C(=O)O)O[C@H](OCCCCO)C1 | -1 | -8 | -7 | 10 | -1.0 | 1 | -25 | -10 | 7
17 | O=C(CCC(=O)N1CCN(c2ccccc2F)CC1)N1CCN(c2ccc(F)cc2)CC1 | -4 | 16 | 6 | 10 | 2.1 | 3 | 10 | 6 | -5
18 | Cc1ccccc1/C=N/NC(=O)c1ccc(-n2cnnn2)cc1 | 1 | 2 | 3 | 17 | 0.3 | -4 | -28 | -6 | 0
19 | COc1ccc(C(=O)O/N=C/c2ccc(S(=O)(=O)c3ccc(Cl)cc3)nc2)cc1 | 1 | 9 | 4 | 4 | 0.4 | 11 | 11 | 8 | -1

The listing continues.
nr | Structure | UPR XBP1 act | tim23-1 inh | CXCR6 block | APJ antag | UPR CHOP act | TIM10 inh | Mdm2 MdmX PPI | tim10-1 inh | APJ agonist
31 | O=C(CSc1nnc(-c2ccco2)o1)Nc1cccc([N+](=O)[O-])c1 | -2 | -1 | 6 | 7 | -0.4 | -21 | -23 | 1 | 16
32 | Cc1noc(C)c1COc1ccc(C(=O)OCc2nnc(-c3ccc(Cl)cc3)o2)cc1 | -1 | 10 | 6 | 14 | -1.5 | 43* | 28 | 32 | -3
33 | C=CC[N+]1(CC(=O)NCc2ccc(NC(C)=O)cc2)CCOCC1 | -3 | 2 | 0 | 1 | -1.6 | 3 | 10 | -11 | 0
34 | COc1cccc(/C=N/NC(=O)c2ccoc2C)c1 | 2 | 16 | -2 | -18 | 2.5 | 15 | -66 | -10 | 6
35 | COc1ccccc1C(=O)Nc1ccccc1C(=O)NCc1ccco1 | -4 | 28 | -2 | 2 | 2.6 | 5 | 1 | 23 | -2
36 | Cc1nnc(C)c2c(C)n(N)c(C)c12 | 3 | 8 | -13 | 17 | 3.1 | 13 | 28 | 3 | -4
37 | COC(=O)c1ccc2c(=O)[nH]c(CCl)nc2c1 | -4 | 8 | 1 | 3 | 0.3 | 5 | 23 | 14 | -4
38 | C=CCn1c(O)c(N=Nc2ccccc2O)c2ccccc21 | 5 | 48 | 29 | 19 | 0.9 | 49* | 30 | -15 | -4
39 | O=C(c1ccc([N+](=O)[O-])cc1Cl)N1CCN(c2ccccn2)CC1 | -2 | 34 | -14 | 6 | -0.9 | 9 | 10 | 15 | 1
40 | CC(=O)NCCNC(=O)c1cccc(NS(=O)(=O)c2ccc3c(c2)OCCO3)c1 | -3 | 5 | -5 | 10 | 0.4 | -3 | 31 | 3 | -6
41 | Cc1cc(C)n(C(=O)c2cccc([N+](=O)[O-])c2)n1 | -1 | 17 | -3 | 11 | 1.6 | -1 | 19 | 17 | -2
42 | Cc1nc2c(ccc3nc(NC(=O)Cc4ccccc4)sc32)s1 | 9 | 37 | 0 | 3 | 6.9 | 42* | -25 | 38 | -3
43 | Cc1cc(=O)[nH]c(SCC(=O)Nc2nc3c(s2)CCCC3)n1 | -2 | 6 | 5 | 15 | -3.0 | -1 | -5 | 15 | -3
44 | Cc1cc(C)cc(Oc2coc3cc(OC(=O)c4cccnc4)ccc3c2=O)c1 | -2 | 27 | 3 | 0 | 0.1 | 23 | -3 | 39 | 0
45 | Cc1noc(C)c1COC(=O)CCc1ccc(S(=O)(=O)N2CCCCC2)cc1 | -2 | -1 | 7 | 5 | -0.6 | 9 | 2 | 25 | 3

3 compounds already listed, sorted by their value in UPR XBP1 act, largest number first:
item	Compound	UPR XBP1 act	CXCR6 block	APJ antag	Mdm2 MdmX PPI	APJ agonist
36	Cc1nnc(C)c2c(C)n(N)c(C)c12	3	-13	17	28	-4
45	Cc1noc(C)c1COC(=O)CCc1ccc(S(=O)(=O)N2CCCCC2)cc1	-2	7	5	2	3
40	CC(=O)NCCNC(=O)c1cccc(NS(=O)(=O)c2ccc3c(c2)OCCO3)c1	-3	-5	10	31	-6

New compounds follow
nr | Structure | UPR XBP1 act | tim23-1 inh | CXCR6 block | APJ antag | UPR CHOP act | TIM10 inh | Mdm2 MdmX PPI | tim10-1 inh | APJ agonist
46 | O=C(c1ccc2nc(-c3ccccc3)c(-c3ccccc3)nc2c1)N1CCCCC1 | 7 | 14 | 0 | -12 | 4.5 | 11 | -18 | 16 | -5
47 | CC(C)N(C(=O)COC(=O)c1ccc(Cl)nc1)C(C)C | -4 | 14 | 2 | 4 | -2.7 | 5 | 16 | 2 | -2
48 | Cc1ccc(/C=N/N2CCN(Cc3cccc4ccccc34)CC2)s1 | -1 | 6 | -13 | -5 | -0.1 | 6 | 2 | 7 | -5
49 | COc1ccc(N(CC(=O)NCc2cccc(OC)c2)S(=O)(=O)c2c(C)noc2C)cc1 | 2 | 26 | 3 | 11 | 0.3 | 16 | 5 | 22 | -1
50 | CC(NC(=O)C(=O)NCCN1CCN(C(=O)c2ccccc2Br)CC1)c1ccccc1 (configuration not stated) | 3 | 7 | 0 | -5 | -3.0 | -4 | -7 | -2 | -2
51 | O=C(O)c1cccc(S(=O)(=O)Nc2ccc3[nH]c(=O)[nH]c3c2)c1 | -3 | -7 | -38 | -21 | -1.7 | -26 | 7 | -9 | 2
52 | Cc1ccccc1-c1cc(-c2ccccc2O)n[nH]1 | 1 | 44 | 16 | -7 | 4.9 | 65* | -164 | 45* | -1
53 | CCC(=O)c1ccc(OCC(=O)Nc2ccc(S(=O)(=O)Nc3cc(C)nc(C)n3)cc2)cc1 | -1 | 3 | 1 | -2 | -1.3 | -11 | 31 | -3 | -6

Values in list order from the list:
UPR XBP1 act for nos. 46 to 49, in order: 7, -4, -1, 2
